# Cy5 interf NS3h = counter-screen for HCV NS3 helicase inhibitors: fluorescence interference; Cy5-dT15 DNA with NS3h; actives lie on both sides; signal over control mean, under 1 quenches; fluorescence interference ratio at 100 µM; hit rate 6% among 16,000;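 active means compound fluorescence over control fluorescence at most 0.8, a quencher, or at least a set upper limit, an enhancer; inactive means ratio between 0.8 and the set upper limit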
# HCV NS3h FP = hepatitis C NS3 helicase inhibition, primary screen | NS3h Cy5-dT15 DNA binding, fluorescence polarization | AID 687043 | hit rate 1.6% among 16,000 | inhibition, % at 100 µM;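 active means inhibition above the average over every tested compound plus 3 SD, cut at about 40% in these data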
# * = called active by the depositor.
no.	smiles	Cy5 interf NS3h	HCV NS3h FP
1	O=C1C2C(C(=O)N1/N=C\c1ccc(Br)cc1)C1C=CC2C12CC2 (centres undefined)	1.1	7
2	O=C(Nc1cccc(C(F)(F)F)c1)c1ccc(CN2CCc3ccccc3C2)cc1	1	16
3	COCCOC(=O)c1c(C)oc2ccc(NS(=O)(=O)c3cc(Cl)ccc3Cl)cc12	0.94	7
4	CCOC(=O)c1ccc(NC(=O)c2ccc(OCC(C)C)cc2)cc1	0.99	-3
5	COc1ccc(CC(=O)Nc2ccc(NC(=O)c3ccc(Br)cc3)cc2)cc1OC	0.99	0
6	O=C(/C=C/c1ccco1)N1CCC(CN2C(=O)c3cccc4cccc(c34)C2=O)CC1	0.89	16
7	Cc1ccc(C(=O)N2CCN(c3ccc([N+](=O)[O-])cc3)CC2)o1	0.97	8
8	O=C1C(=O)N(c2nc3ccccc3s2)C(c2ccc3c(c2)OCO3)C1=C(O)c1ccccc1 (centres undefined)	0.94	7
9	CCOc1cc(C2Nc3ccccc3NC3=C2C(=O)CC(c2ccc(OC)cc2)C3)ccc1OC(=O)C1CC1 (centres undefined)	0.99	4
10	O=C(CCCN1C(=O)c2cccc3cccc(c23)C1=O)N1CCN(c2ccccc2)CC1	0.92	28
11	O=[N+]([O-])c1ccc(-c2noc(CCc3ccccc3)n2)cc1	1	15
12	Cc1ccc(CNC(=O)CN(c2cccc([N+](=O)[O-])c2)S(=O)(=O)c2ccccc2)cc1	1	-1

# Other results follow:
no.	smiles	Cy5 interf NS3h	HCV NS3h FP
13	COC(=O)c1ccc(-c2ccc(/C=C3/SC(=S)N(Cc4ccccc4)C3=O)o2)cc1	1.1	4
14	O=C(NCCCN1CCOCC1)/C(=C/c1ccc(-c2cccc(Cl)c2)o1)NC(=O)c1ccccc1	0.84	5
15	O=[N+]([O-])c1ccc(Nc2c(F)c(F)c(F)c(F)c2F)cc1	0.84	-4
16	CCOc1ccc(-c2cc(C)n3nc(C(=O)N4CCOCC4)cc3n2)cc1	1	-1
17	CC(C)CN1C(=O)/C(=C/c2cccs2)SC1=S	0.93	12
18	O=C(/C=C/c1ccc2c(c1)OCO2)Nc1ncccn1	1	-6
19	Cc1ccc(C(=O)c2ccc([N+](=O)[O-])cc2)c(C)c1	1	10
20	Cn1c(/C=C/c2ccc([N+](=O)[O-])cc2)nc2ccccc2c1=O	1	-8
21	C=CCN1C(=O)/C(=C\c2ccc(OCc3ccccc3)cc2)SC1=S	1.1	5
22	COc1ccc(C)cc1NC(=O)COc1cccc2ccccc12	0.86	-6
23	CCCc1ccc(-c2nc(Cc3c(F)cccc3Cl)no2)cc1	1.1	7
24	CCC(=O)Nc1cc(OC)ccc1OC	0.88	4

# Single records, as listed above. Screens in order: Cy5 interf NS3h, HCV NS3h FP
# Listed for `CCC(=O)Nc1cc(OC)ccc1OC` : 0.88, 4
# Listed for `C=CCN1C(=O)/C(=C\c2ccc(OCc3ccccc3)cc2)SC1=S` : 1.1, 5
# Listed for `CCOc1ccc(-c2cc(C)n3nc(C(=O)N4CCOCC4)cc3n2)cc1` : 1, -1
# Listed for `COc1ccc(C)cc1NC(=O)COc1cccc2ccccc12` : 0.86, -6
# Listed for `Cc1ccc(C(=O)c2ccc([N+](=O)[O-])cc2)c(C)c1` : 1, 10

# Next section
no.	smiles	Cy5 interf NS3h	HCV NS3h FP
25	O=C1NC(=S)S/C1=C/c1ccc(-c2ccccc2)o1	1.1	18
26	CC(Sc1nnc(-c2cccnc2)o1)C(=O)c1ccccc1 (centres undefined)	1	2
27	O=C1CCCN1Cc1ncnn1-c1ccccc1	1.1	2
28	O=C(c1cc(Cl)ccc1Cl)N1CCOCC1	1.1	6
29	O=C(/C=C/c1ccc(F)cc1)Nc1cccc([N+](=O)[O-])c1	0.86	27
30	CC(=O)Oc1ccc(C(=O)Nc2cccc(C(=O)NCC(C)C)c2)cc1	0.97	7
31	Cc1ccccc1OCCOc1ccc(/C=C2/SC(=S)N(C)C2=O)cc1	0.95	28
32	CCCC1=NN(c2ccc([N+](=O)[O-])cc2)C(=O)/C1=C\c1cc(OC)c(OC)c(OC)c1	0.95	-4
33	O=C1c2ccccc2C(=O)N1CCc1nc2ccccc2c(=O)n1-c1ccccn1	0.97	1
34	Cc1ccc(-n2nc3ccc(NC(=O)c4ccco4)cc3n2)cc1	0.68*	14
35	Cc1ccc(/C=C2N=C(/C=C/c3ccccc3)OC/2=O)s1	1.1	10
36	Cc1ccc(C(=O)N/C(=C\c2cccc([N+](=O)[O-])c2)c2nc(=S)[nH][nH]2)cc1	0.9	12

# Following part.
no.	smiles	Cy5 interf NS3h	HCV NS3h FP
37	Cc1ccc[n+](CC(=O)c2ccc(-c3ccccc3)cc2)c1	0.96	2
38	O=C1/C(=C\c2cc(Cl)c(O)c(Cl)c2)SC(=S)N1Cc1ccccc1	0.85	-1
39	O=C(Nc1cccc(F)c1)c1ccc([N+](=O)[O-])cc1	0.99	16
40	O=C(/C=C\c1cccs1)c1cccc([N+](=O)[O-])c1	1	7
41	COc1ccc(Oc2coc3cc(OC(=O)c4ccco4)ccc3c2=O)cc1	1	1
42	CS(=O)(=O)N1CCN(Cc2ccccc2Br)CC1	0.67*	-2
43	CC(C)(C)c1ccc(OCCn2cc(/C=C3/SC(=S)NC3=O)c3ccccc32)cc1	1	-1
44	CCn1ccnc1C(O)c1ccccc1 (centres undefined)	0.97	-11
45	Cc1ccc(N(CC(=O)Nc2ccc(Oc3ccccc3)cc2)S(C)(=O)=O)cc1	0.93	12
46	O=[N+]([O-])C1=CC(=[N+]([O-])[O-])C=CC12N(Cc1ccccc1)C1=CC=CC=CC1=[N+]2Cc1ccccc1 (centres undefined)	1	17
47	CCn1c2ccccc2c2cc(C3C(C(=O)OC)=C(C)NC4=C3C(=O)CCC4)ccc21 (centres undefined)	0.88	33
48	CCOC(=O)Nc1ccc(C(C)CC)cc1 (centres undefined)	0.96	8

# Some of these compounds in order of their number in HCV NS3h FP, descending.
entry | Compound | HCV NS3h FP
46 | O=[N+]([O-])C1=CC(=[N+]([O-])[O-])C=CC12N(Cc1ccccc1)C1=CC=CC=CC1=[N+]2Cc1ccccc1 (centres undefined) | 17
45 | Cc1ccc(N(CC(=O)Nc2ccc(Oc3ccccc3)cc2)S(C)(=O)=O)cc1 | 12
40 | O=C(/C=C\c1cccs1)c1cccc([N+](=O)[O-])c1 | 7

# Additional records follow:
no.	smiles	Cy5 interf NS3h	HCV NS3h FP
49	COc1cc(/C=C(\C#N)C(N)=O)ccc1O	0.92	6
50	CCOC(=O)Cc1nnc(NCc2ccccc2)c2ccccc12	0.88	32
51	COc1ccc(/C=C2\C=C(c3ccc(C)cc3)OC2=O)cc1C	0.97	-3
52	O=C(Nc1ccc(I)cc1Cl)c1cccc([N+](=O)[O-])c1	1	0
53	CC1=NN(c2ccc(Cl)c(Cl)c2)C(=O)/C1=C/c1ccco1	0.82	-3
54	O=[N+]([O-])c1ccc(/C=C/c2cn(-c3ccccc3)nc2-c2ccc(Cl)cc2)o1	1.1	7
55	O=C(Nc1cc(Cl)cc(Cl)c1)c1ccc2c(c1)OCCO2	1	8
56	CCOC(=O)/C(C#N)=C\c1c(C)c(C)c(/C=C(/C#N)C(=O)OCC)c(C)c1C	1	3
57	N/C(=N/OC(=O)c1ccc(Br)cc1)c1ccc(Cl)cc1	1	7
58	O=C(Nc1cccc(Cl)c1)Nc1nnc(C(c2ccccc2)c2ccccc2)s1	1	1
59	COc1ccc(N2N=C(c3ccc(C)cc3)CC2c2cccs2)cc1 (centres undefined)	0.94	6
60	CCOC(=O)c1ccccc1NC(=O)/C=C/c1ccc(OC)c(Br)c1	1	3

# By substructure: those above with bromine (five)
no.	smiles	Cy5 interf NS3h	HCV NS3h FP
1	O=C1C2C(C(=O)N1/N=C\c1ccc(Br)cc1)C1C=CC2C12CC2 (centres undefined)	1.1	7
5	COc1ccc(CC(=O)Nc2ccc(NC(=O)c3ccc(Br)cc3)cc2)cc1OC	0.99	0
42	CS(=O)(=O)N1CCN(Cc2ccccc2Br)CC1	0.67*	-2
57	N/C(=N/OC(=O)c1ccc(Br)cc1)c1ccc(Cl)cc1	1	7
60	CCOC(=O)c1ccccc1NC(=O)/C=C/c1ccc(OC)c(Br)c1	1	3

# (further entries)
no.	smiles	Cy5 interf NS3h	HCV NS3h FP
61	CN1C(=O)/C(=C\c2ccc(OCCOc3ccc(C(C)(C)C)cc3)cc2)SC1=S	1.1	2
62	CCOc1ccc(NC(=O)CN(c2ccc(C(C)C)cc2)S(=O)(=O)c2ccccc2)cc1	0.99	6
63	COc1ccc(/C=C2/SC(=O)N(CCC(=O)Nc3ccc(S(=O)(=O)Nc4nccs4)cc3)C2=O)cc1	0.95	8
64	CC(NC(=O)c1ccccc1NC(=O)c1ccccc1F)c1ccccc1 (centres undefined)	1	14
65	CCOP(=O)(OCC)C(Nc1ccccc1)c1ccc2c(c1)OCO2 (centres undefined)	0.93	7
66	Cc1cccc(OCCOc2ccccc2/C=C2/SC(=S)N(C)C2=O)c1	1.1	0
67	Cc1ccc2c(c1)N(C(=O)C(C)N1C(=O)c3ccccc3C1=O)C(C)(C)c1ssc(=S)c1-2 (centres undefined)	1	2
68	CC(C)OC(=O)c1cnn2c(C(F)(F)F)cc(-c3ccc(F)cc3)nc12	0.94	10
69	O=S(=O)(c1ccc(-c2csc(Nc3ccc(F)cc3)n2)cc1)N1CCOCC1	1	7
70	Cc1ccc(C(=O)NC(NC(=S)Nc2cccc3ccccc23)C(Cl)(Cl)Cl)cc1 (centres undefined)	0.71*	5
71	COc1ccc(C2CC(c3ccc(Br)cc3)=NN2C(=O)CCC(=O)O)cc1OC (centres undefined)	1	2
72	COc1cccc(N2C(=O)C(=O)C(=C(O)c3ccccc3)C2c2ccc(OC)cc2OC)c1 (centres undefined)	0.96	-12

# Further entries
no.	smiles	Cy5 interf NS3h	HCV NS3h FP
73	Fc1cccc(Cl)c1Cc1noc(-c2ccccc2)n1	0.99	13
74	O=C(NCc1ccccc1)c1ccccc1[N+](=O)[O-]	0.91	-8
75	Cc1ccc(C(=O)O/N=C(/N)Cc2cccs2)cc1[N+](=O)[O-]	1	9
76	O=C(N1CCCC1)C12CC3CC(CC(C3)C1)C2	1	1
77	O=C(CN(c1cccc(Br)c1)S(=O)(=O)c1ccccc1)Nc1cccc(Cl)c1	1	6
78	CCOc1ccc(S(=O)(=O)N(CC(=O)Nc2ccccc2CC)c2ccc(C)cc2)cc1	0.83	13
79	CC(C)(CN)CNc1ccc([N+](=O)[O-])cc1Cl	0.9	5
80	Cc1ccc(N2C(=O)c3ccccc3NC2c2cccc(F)c2)cc1 (centres undefined)	1.1	30
81	CCCOCc1ccc(O)c2ncccc12	1	4
82	Cc1ccc(OCCOc2ccc(Br)cc2/C=C2/SC(=S)N(C)C2=O)cc1	1	32
83	O=C1NC(c2ccccc2)=C(c2ccc3ccccc3n2)C(c2cccc([N+](=O)[O-])c2)N1 (centres undefined)	1	9
84	COC(=O)C1=C(C)NC2=C(C(=O)CC(C)(C)C2)C1c1ccc(C)o1 (centres undefined)	0.99	0

# Next results.
no.	smiles	Cy5 interf NS3h	HCV NS3h FP
85	CCOc1ccc(S(=O)(=O)N(CC(=O)Nc2ccccc2Br)c2ccc(C)cc2)cc1	1.1	-3
86	Cc1ccc(-c2n[nH]c3c2C(c2cccc([N+](=O)[O-])c2)N(c2ccc(F)cc2)C3=O)cc1 (centres undefined)	1.1	8
87	CC(C)(C)C(=O)Nc1ccc(C(=O)Nc2ccc(O)cc2C(=O)O)cc1	1.1	-3
88	S=C(NCCOCCOCCNC(=S)Nc1ccccc1)Nc1ccccc1	1.1	3
89	COc1ccc(C2CC(C(F)(F)F)n3ncc(C(=O)O)c3N2)cc1OC (centres undefined)	1	-10
90	O=C1/C(=C/c2ccc(O)cc2)NC(=S)N1c1ccccc1	1	6
91	COC(=O)c1c(NC(=O)c2cncc(Br)c2)sc2c1CCC(C)C2 (centres undefined)	0.98	-1
92	COc1ccc(C2(CNC(=O)CC(c3ccccc3)c3ccccc3)CCCC2)cc1OC	1	20
93	Cc1ccc(-c2nc3ccccn3c2NC(=O)c2ccccc2)cc1	0.78*	20
94	Cc1ccc(-c2noc(/C=C/c3ccccc3)n2)cc1	1	1
95	Cc1nc2cc(Nc3nnc(-c4ccccc4)c4ccccc34)ccc2n1C	0.94	2
96	Cc1cc(/C=C2\C(=O)NC(=O)N(c3cccc(F)c3)C2=O)c(C)n1-c1cccnc1	1	5

# Additional results follow:
no.	smiles	Cy5 interf NS3h	HCV NS3h FP
97	Cc1cc(NC(=O)c2cccc(Br)c2)ccc1-c1cc2ccccc2oc1=O	0.9	-5
98	COc1cc(C=C2C(=O)N(C)C(=O)N(C)C2=O)cc(Cl)c1OCCOc1ccccc1	0.97	20
99	O=C(NCCC1=CCCCC1)c1ccc([N+](=O)[O-])cc1	0.91	3
100	O=C(c1ccc2c(c1)OCCO2)C1CC1	1.1	0
101	O=C(c1cnn2c(C(F)(F)F)cc(-c3ccc4c(c3)OCO4)nc12)N1CCOCC1	1.1	1
102	O=C(NCc1ccccc1Cl)c1cccc(I)c1	0.86	22
103	Cc1ccc(N2C(=O)CC(NCc3ccc(F)cc3)C2=O)cc1 (centres undefined)	1	5
104	CN(CCO)CCOCCOc1ccc(C(C)(C)C)cc1	0.96	2
105	COc1cc(OC)c(C2N(Cc3ccccc3)CCN2Cc2ccccc2)cc1Br	1	9
106	CCOc1cccc(C2NC(=O)NC(C)=C2C(=O)OCc2ccc(OC)cc2)c1 (centres undefined)	1	10
107	COc1cc(/C=C2/SC(=S)N(C)C2=O)cc(Br)c1OCc1ccc(F)cc1	1	-3
108	CCc1ccc(NC(=O)C(=O)NCCN2CCN(C(=O)c3ccccc3Br)CC2)cc1	0.98	15

# (further entries)
no.	smiles	Cy5 interf NS3h	HCV NS3h FP
109	Oc1ccccc1-c1cc(-c2ccco2)[nH]n1	0.92	11
110	CCCc1ccc(C(=O)O/N=C(/N)c2ccccn2)cc1	1	14
111	O=C(Nc1ccc(F)cc1)c1ccc([N+](=O)[O-])cc1	1.1	-11
112	O=C(CCc1ccccc1)NCc1ccc2c(c1)OCO2	1	6
113	CC(C)C12CC3CC(CC(C(=O)NN)(C3)C1)C2	0.88	-2
114	Cc1ccc(Nc2cc(C)c(C#N)c3nc4ccccc4n23)cc1Cl	1.1	-6
115	CCCCOc1ccccc1NC(=O)c1cc(OC)c(OC)c(OC)c1	1	7
